# Integrin act MD – qHTS for Activators of Integrin-Mediated Alleviation for Muscular Dystrophy; Potency, µM (titrated, usually from 38.3 µM), for the others: at the top dose activation, actives largely listed as activators; alpha7betagal myoblasts, beta-gal FDG fluorescence, 48 h; actives 0.064% (n = 350,000);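 note: potency is the fitted concentration of half-maximal effect; 100% = response of the positive control SU9516; nearly all actives have a fitted effect of over 60% in size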
#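 alpha7betagal+/- myoblasts (passage 13, 250/well) treated 48 h at 37C with compounds at 1:260 dilution of DMSO stock. Lysed, then beta-galactosidase activity read as FDG fluorescence (ex 480/em 540) after 30 min, with pre-read for autofluorescence.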
# GALK inh – qHTS Assay for Inhibitors of Human Galactokinase (GALK); Purified GALK, Kinase-Glo residual ATP luminescence; Potency, µM (top dose mostly 57.5 µM), without a hit: at the top dose activity change, negative = inhibition, most hits filed as inhibitors; actives 0.007% (n = 270,000); AID 1868, 2009; note: potency is the fitted concentration of half-maximal effect; % is set by controls: 0 for no effect and ±100 for the full control effect
#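 Luminescence from leftover ATP (Ultra-Glo luciferase/luciferin) served as read-out after a 1 h room-temperature reaction of 5 nM GALK with 35 uM ATP and 100 uM galactose.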
# PTAP TSG101 blk – qHTS Assay for Iinhibitors of HIV-1 Budding by Blocking the Interaction of PTAP/TSG101 | Tumor susceptibility gene 101 protein (Homo sapiens), Q99816 | Fluorescence polarization, FITC-PTAP peptide / Tsg101 binding | Potency, µM (top dose mostly 115 µM), inactives show at the highest dose activity change, negative = inhibition, usual class: inhibitors | 340,000 tested, under 10 active | AID 493005, 2010; active = well fitted inhibition curve with a large enough effect in the main read-out, with a control signal flat, not every such curve was filed as active; inconclusive = small, poorly fitted or top-dose-only effect, or effect the other way, or a change in a side signal; inactive = no such curve, though single readings can be large or run the other way; note: potency is the fitted concentration of half-maximal effect; % of control where 0% means no effect
#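 Steps: Tsg101 binding domain dispensed (10 uM final), compounds pinned in DMSO, FITC-labeled PTAP-motif peptide added (50 nM final); after 20 min binding at room temperature, polarization measured.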
# S-ASM inh – Inhibitors of Secretory Acid Sphingomyelinase (S-ASM): qHTS. Sphingomyelin phosphodiesterase (Homo sapiens), P17405. placental ASM, HMU-PC fluorogenic substrate, 60 min. Potency, µM (doses to about 57.5 µM), without a hit: at the top dose activity change, negative = inhibition, usual class: inhibitors. actives 0.006% (n = 340,000). AID 504937, 2011; note: potency is the fitted concentration of half-maximal effect
# Target sequence (P17405 47-631 limits assumed): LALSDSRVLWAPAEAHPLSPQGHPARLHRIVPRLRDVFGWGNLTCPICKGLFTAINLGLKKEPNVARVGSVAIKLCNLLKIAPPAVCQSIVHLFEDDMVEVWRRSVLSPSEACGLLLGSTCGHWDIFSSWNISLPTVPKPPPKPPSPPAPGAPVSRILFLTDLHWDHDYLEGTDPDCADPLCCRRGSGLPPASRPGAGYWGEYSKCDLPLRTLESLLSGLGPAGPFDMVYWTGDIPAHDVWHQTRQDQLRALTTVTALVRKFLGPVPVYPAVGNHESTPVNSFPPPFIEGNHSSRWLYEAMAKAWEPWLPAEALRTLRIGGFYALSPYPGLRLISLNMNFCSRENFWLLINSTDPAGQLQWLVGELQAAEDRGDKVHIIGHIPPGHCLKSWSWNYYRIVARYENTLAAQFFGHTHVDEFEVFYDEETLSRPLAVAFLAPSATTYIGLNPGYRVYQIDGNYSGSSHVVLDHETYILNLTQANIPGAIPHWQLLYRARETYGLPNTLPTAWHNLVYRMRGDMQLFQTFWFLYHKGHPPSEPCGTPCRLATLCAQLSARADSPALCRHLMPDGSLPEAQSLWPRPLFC
#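 qHTS format. ASM enzyme prepared from human placenta hydrolyses the fluorogenic substrate HMU-PC0 (9 uM final) over 60 min at 37 °C after a 10 min compound preincubation.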
# FBPA coupling cs – qHTS Assay for Inhibitors of Fructose-1,6-bisphosphate Aldolase from Giardia Lamblia: Coupling assay counterscreen; coupling enzyme system counterscreen, AmpLite Red fluorescence; activity change, negative = inhibition, % at 58.2 µM, hits read low; actives 0.67% (n = 290,000); AID 2472, 2010; in the data active = activity change below about -30%; note: % is set by controls: 0 for no effect and ±100 for the full control effect
#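 Counterscreen lacking aldolase: glyceraldehyde-3-phosphate coupling-enzyme reagent preincubated 10 min at RT with compound (at 57.5 uM final), then substrate/coupling system with AmpLite Red added; fluorescence read at 525/598 nm after 20 min RT.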
# PKM2 act – qHTS Assay for Activators of Human Muscle isoform 2 Pyruvate Kinase; Pyruvate kinase PKM (Homo sapiens), P14618; AID 1631, 2009; Potency, µM (doses to about 57.5 µM), without a hit: top-dose activation, actives largely listed as activators; purified PKM2, Kinase-Glo ATP luminescence, activation; response scale: 0% is enzyme alone, no compound; actives 0.34% (n = 260,000); note: potency is the fitted concentration of half-maximal effect; % is set by controls: 0 for no effect and ±100 for the full control effect; nearly all actives have a fitted effect of over 55% in size
# Target sequence (P14618 whole entry, looked up, canonical isoform): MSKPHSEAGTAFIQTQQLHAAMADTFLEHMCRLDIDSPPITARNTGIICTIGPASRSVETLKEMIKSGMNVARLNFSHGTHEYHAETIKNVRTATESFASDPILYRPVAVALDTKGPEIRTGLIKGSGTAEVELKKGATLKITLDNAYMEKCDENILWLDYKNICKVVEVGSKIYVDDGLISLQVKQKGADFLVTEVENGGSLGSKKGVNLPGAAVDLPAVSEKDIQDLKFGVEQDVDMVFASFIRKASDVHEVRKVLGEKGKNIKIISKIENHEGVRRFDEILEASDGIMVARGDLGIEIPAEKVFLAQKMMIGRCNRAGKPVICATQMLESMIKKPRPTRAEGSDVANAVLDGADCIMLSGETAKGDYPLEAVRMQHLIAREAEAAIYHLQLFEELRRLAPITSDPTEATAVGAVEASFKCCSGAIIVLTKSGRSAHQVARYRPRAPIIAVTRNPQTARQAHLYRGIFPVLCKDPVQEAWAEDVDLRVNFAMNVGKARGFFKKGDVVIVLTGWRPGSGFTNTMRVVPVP
#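 ATP formation by purified human PK-M2, quantified via coupled luciferase luminescence after 1 h at room temperature with 0.1 mM ADP and 0.5 mM PEP final.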
# Tb PFK inh – qHTS Assay to Find Inhibitors of T. brucei phosphofructokinase; ATP-dependent 6-phosphofructokinase (Trypanosoma brucei brucei), O15648; AID 485367, 2010; Potency, µM (series often up to 57.5 µM), without a hit: at the highest dose activity, negative = inhibition, hits mostly inhibitors; T. brucei PFK, ADP-Glo luminescence; actives 0.17% (n = 330,000);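 note: potency is the fitted concentration of half-maximal effect; 0% = uninhibited 1x PFK enzyme wells and -100% = no-enzyme wells; nearly all actives have a fitted effect of over 60% in size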
#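 Activity is normalized to no-enzyme wells (full inhibition) and 1.25 nM enzyme wells (no inhibition). Reaction: 0.5 mM F6P, 0.1 mM ATP, 45 min RT, ADP-Glo luminescence; concentration-response curves fitted and classed by quality.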
# Giardia kill – Small Molecules that selectively kill Giardia lamblia: qHTS. activity change, % at 7.66 µM, hits read low. actives 0.15% (n = 340,000). Giardia lamblia trophozoite viability; in the data active = activity change below about -80%; inconclusive = between about -30% and that limit;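 note: parasites exposed to compound for two days anaerobically before the ATP read; % is set by controls: 0 for no effect and ±100 for the full control effect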
#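 Luminescence from cellular ATP indicates surviving trophozoites (100 cells/well) following 48 hrs anaerobic compound treatment at 37 deg C; signal develops 15-30 min at room temperature.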
# Chronic BCR inh – qHTS Assay to Find Inhibitors of Chronic Active B-Cell Receptor Signaling. ABC-DLBCL IkBa-CBG/CBR reporter, luminescence ratio, 4 h. Potency, µM (doses to about 46.1 µM), for inactives: at the highest dose ratio change, negative = lower green/red ratio, most hits filed as inhibitors. actives 0.05% (n = 340,000). AID 493014, 2011; active = well fitted inhibition curve with a large enough effect in the signal ratio, with a control signal flat, not every such curve was filed as active; inconclusive = small, poorly fitted or top-dose-only effect, or effect the other way, or a change in a side signal; the % refers to the signal ratio;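 note: potency is the fitted concentration of half-maximal effect; plate controls were basal doxycycline-induced cells for no effect and cells given 10 µM MG132 for full effect; MG132 reads +100%, hits lower the ratio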
#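 TMD8 human ABC-DLBCL cells with doxycycline-inducible IκBα–green luciferase fusion and unfused red luciferase, in 0.5% FBS medium; compounds up to 46 uM, 4 h at 37C. Green/red luminescence ratio, filter-overlap corrected, fitted to concentration-response curves.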
# Menin MLL FP TR – qHTS Assay for Inhibitors Targeting the Menin-MLL Interaction in MLL Related Leukemias: Competition With Texas Red Labeled MLL-derived Mutant Peptide. actives 0.23% (n = 270,000). AID 1768, 2009. Menin + Texas Red MLL mutant peptide, fluorescence polarization. Potency, µM (highest dose often 61.6 µM), for inactives: at the top dose FP activity change, negative = inhibition, hits mostly inhibitors. O00255; active = well fitted inhibition curve with a large enough effect in the polarisation, with a control signal flat, not every such curve was filed as active; inconclusive = small, poorly fitted or top-dose-only effect, or effect the other way, or a change in a side signal; inactive = no such curve, though single readings can be large or run the other way; the % refers to the polarisation; note: potency is the fitted concentration of half-maximal effect; % of control where 0% means no effect; many of its hits are not listed in these tables
# B2AR arrestin – qHTS assay of beta-arrestin-biased ligands of beta2-adrenergic receptor. Beta-2 adrenergic receptor (Homo sapiens), P07550. beta-arrestin recruitment to beta2AR, cell-based reporter. Potency, µM (series often up to 46.1 µM), without a hit: top-dose activation, usual class: activators. actives 0.02% (n = 330,000);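 note: potency is the fitted concentration of half-maximal effect; 0% = DMSO controls and full agonism = EC100 isoproterenol or metaproterenol; nearly all actives have a fitted effect of over 65% in size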
# * = called active by the depositor; ? = inconclusive; nt = no result given; [ ] = another dose, or the depositor's remark. Unless noted, calls come from the whole dose curve; as a rule, active = well fitted curve in the direction sought with a large enough effect; inconclusive = small, poorly fitted or top-dose-only effect, or another doubt; inactive = no such curve, though single readings can be large; an effect the other way counts as inactive or inconclusive. This is a subset; count on the stated rates, not on these rows.
SMILES,Integrin act MD,GALK inh,PTAP TSG101 blk,S-ASM inh,FBPA coupling cs,PKM2 act,Tb PFK inh,Giardia kill,Chronic BCR inh,Menin MLL FP TR,B2AR arrestin
CCC(C)(C)NC(=O)C(c1cccs1)N(C(=O)c1ccn[nH]1)c1ccccc1 (stereo not given),-14%,6%,5%,0%,2,1%,-22%,-17,0%,-13%,0.1%
COc1ccc(S(=O)(=O)N2CCCCC2)cc1C(=O)Nc1cc(C)on1,6%,-1%,0%,-3%,-1,0%,3%,3,0%,-4%,-0.8%
CCC(=O)NC(=S)Nc1ccccc1OC,4%,1%,-3%,-2%,-2,-1%,-6%,-1,-13%,6%,0.0%
Cc1cc([N+](=O)[O-])nn1Cc1ccccc1F,3%,1%,-14%,1%,0,-4%,0%,7,?,nt,-0.4%
O=C(COC(=O)c1cnccn1)c1ccc([N+](=O)[O-])cc1,-30%,-1%,-5%,0%,0,6%,-13%,-12,16%,nt,-0.6%
c1ccc(OCCCn2nnc(-c3cccnc3)n2)cc1,17%,1%,-4%,3%,0,0%,0%,13,-2%,0%,0.1%
Cc1cc(C)c(OCCCCN2CCC(C)CC2)c(Br)c1,-32%[inhibitor],8%,-1%,-2%,1,-5%,-5%,-14,-12%,?,0.2%
Cc1ccc(NC(=O)COC(=O)CCC(=O)c2cccs2)cc1C,6%,-1%,-1%,-1%,2,-38%,-1%,0,-1%,20%,0.1%
C/C=C(\C)C(=O)Nc1cccc(C2=NOC3(C2)C[C@@H](C(N)=O)N(C(=O)c2ccccc2C(=O)c2ccccc2)C3)c1 (stereo not given in full),4%,-2%,-9%,-1%,2,-13%,2%,-3,-6%,nt,-0.9%
CN1CCN(c2nc3c(c(=O)[nH]c(=O)n3C)n2Cc2ccccc2F)CC1,-11%,6%,-1%,0%,2,-13%,1%,0,-1%,-15%,-0.3%
N#Cc1c(F)cccc1N1CCN(Cc2ccc3c(c2)OCO3)CC1,17%,-2%,-11%,5%,0,nt,-1%,-16,4%,7%,0.1%
C=CCn1c(SCC(=O)Nc2nccs2)nnc1-c1cc2cccc(OC)c2o1,-26%[7.66 µM],1%,-7%,15%,2,-11%,11%,4,-7%,0%,-0.2%
O=C(Cc1ccc(Cl)c(Cl)c1)N/N=C/c1cccnc1,13%,-2%,1%,-3%,0,0%,12µM*,6,-23%,4%,-0.8%
CCOc1ccc(C(=O)NCC(=O)OCC(=O)Nc2cccc(S(=O)(=O)N3CCCC3)c2)cc1,-23%,6%,-3%,-1%,9,0%,-3%,10,-8%,nt,0.3%
COc1cc(OC)c(NC(=O)Cc2cccs2)cc1Cl,-18%,-3%,0%,-5%,5,-4%[11.5 µM],-2%,?,?,6%,-0.5%
CC(OCC(O)CNCC1COc2ccccc2O1)c1ccc(Cl)cc1 (stereo not given),-39%,-2%,-1%,-2%,3,-4%,-5%,5,5%,-24%,-0.3%
COCC(C)n1c(C)cc(C(=O)COC(=O)c2cnc(Cl)c(Cl)c2)c1C (stereo not given),0%,nt,-10%,-7%,nt,nt,0%,-16,0%,nt,-0.2%
CN1CCN(C(=O)c2ccc(Cl)cc2)CC1,18%,-2%,0%,1%,2,5%,0%,-15,2%,12%,-1.0%
COc1cc(OC)cc(C(=O)Nc2ccc(NC(=O)c3ccco3)c(Cl)c2)c1,-46%,-3%,0%,-1%,0,-27%,4%,3,-5%,6%,2.4%
CCOc1cccc(C(=O)NC(=S)Nc2cccc(NC(=O)c3ccccc3Cl)c2)c1,-48%[inhibitor],0%,0%,-9%,-4,-6%,0%,23,?,?,1.3%
Fc1ccccc1CNC(=S)NCc1ccc(Cl)cc1,17%,-3%,-6%,-2%,1,2%,-6%,9,9%,?,-0.3%
O=C(NCc1cccnc1)c1ccccc1NS(=O)(=O)c1ccc(F)cc1F,2%,-1%,-2%,7%,1,-1%,1%,7,12%,nt,-0.7%
O=C(Nc1nc(-c2ccc(Cl)cc2)cs1)c1cccnc1,-4%,2%,0%,-2%,-1,3%,0%,6,?,-2%,0.1%
COc1ccccc1NC(=O)COC(=O)c1cc([N+](=O)[O-])ccc1N1CCCC1,-4%,nt,-10%,-16%,nt,nt,-7%,7,-4%,nt,-0.1%
Nc1nccnc1C(=O)OCC(=O)NNC(=O)c1ccccc1,?,-2%,-3%,83%[activator],nt,-6%,1%,7,-8%,nt,-0.6%

# Next structures.
SMILES,Integrin act MD,GALK inh,PTAP TSG101 blk,S-ASM inh,FBPA coupling cs,PKM2 act,Tb PFK inh,Giardia kill,Chronic BCR inh,Menin MLL FP TR,B2AR arrestin
O=C1OC(c2ccccc2)=C/C1=C\N1CCOCC1,15%,-1%,0%,-9%,1,13%,-27%,17,-8%,47%[activator],?
COc1ccc(CC(C)N2CCN(c3ccccc3)CC2)cc1OC (stereo not given),3%,2%,-14%,-1%,2,-1%,0%,-7,1%,-9%,1.0%
COc1cccc(N2CCN(C(=O)CN(C)S(=O)(=O)c3ccc4c(c3)CCC(=O)N4)CC2)c1,-40%,1%,4%,1%,0,1%,3%,5,1%,-6%,-0.2%
CSc1nc2ccc(NS(=O)(=O)c3ccc(CNC(C)=O)cc3)cc2s1,37%,nt,-3%,0%,nt,nt,-1%,10,-3%,nt,0.3%
C=CCn1c(SCC(=O)N2CCCCCC2)nc2ccccc2c1=O,14%,2%,-4%,0%,1,-4%,3%,-15,9%,-8%,0.0%
CC(=O)c1cccc(N(CC(=O)N2CCOCC2)S(C)(=O)=O)c1,-12%,0%,-3%,5%,2,-1%,7%,19,2%,-12%,0.3%
Cc1cc(NC(=O)CSc2nc(CCC3CCCC3)nc3ccccc23)no1,-54%[inhibitor],-1%,-2%,-3%,1,-3%,-5%,3,?,-18%,-0.1%
O=S(=O)(c1cccs1)N1CCN(c2ccc(F)cc2)CC1,-9%,-1%,-10%,-3%,0,26%,0%,-10,-6%,22%,-0.2%
C=CCC(c1ccccc1F)N(CCN1CCOCC1)C(=O)Nc1cccc(Cl)c1 (stereo not given),-8%,0%,0%,-2%,4,8%,-11%,0,14%,-5%,-0.1%
CCCCn1nc(C(=O)Nc2ccccc2N2CCCC2)c2ccccc2c1=O,-6%,nt,-1%,-11%,nt,nt,-1%,-11,5%,nt,0.1%
O=c1cc(CNc2cc(Cl)ccc2Cl)nc2sccn12,-20%,nt,-2%,0%,-2,-16%,-10%,4,-1%,0%,-0.4%
Cc1ccc(N(C(=O)c2ccccc2Cl)C2=NC(C)CS2)c(C)c1 (stereo not given),-20%,-1%,-4%,?,-1,0%,1%,?,3%,-2%,-0.2%

# Whole records, looked up by structure. Order of values: Integrin act MD, GALK inh, PTAP TSG101 blk, S-ASM inh, FBPA coupling cs, PKM2 act, Tb PFK inh, Giardia kill, Chronic BCR inh, Menin MLL FP TR, B2AR arrestin
# Cc1ccc(NC(=O)COC(=O)CCC(=O)c2cccs2)cc1C reads 6%, -1%, -1%, -1%, 2, -38%, -1%, 0, -1%, 20%, 0.1%
# O=C(Nc1nc(-c2ccc(Cl)cc2)cs1)c1cccnc1 reads -4%, 2%, 0%, -2%, -1, 3%, 0%, 6, ?, -2%, 0.1%
# COCC(C)n1c(C)cc(C(=O)COC(=O)c2cnc(Cl)c(Cl)c2)c1C (stereo not given) reads 0%, nt, -10%, -7%, nt, nt, 0%, -16, 0%, nt, -0.2%
# COc1ccc(S(=O)(=O)N2CCCCC2)cc1C(=O)Nc1cc(C)on1 reads 6%, -1%, 0%, -3%, -1, 0%, 3%, 3, 0%, -4%, -0.8%

# Screening results from PubChem.
